12-LOX inh – inhibitors of human 12S-lipoxygenase ALOX12; 1.1% of 580,000 active; AID 1671190; purified 12hLO, xylenol orange hydroperoxide absorbance; P18054; Potency, µM (series often up to 108 µM), for the others: at the highest dose activity change, negative = inhibition, usual class: inhibitors; also: potency is read from the fitted curve at half-maximal effect; % is scaled to controls: 0 for no effect and ±100 for the full control effect
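Hydroperoxide product was detected by ferrous iron/xylenol orange as the 573 to 405 nm absorbance ratio. Arachidonic acid at 40 uM (final) was turned over for 30 min at room temperature by 150 nM human 12hLO, pH 7.0 Hepes buffer, after 15 min compound preincubation.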
Apoferritin bind – candidate novel general anesthetic via apoferritin binding. Potency, µM (doses to about 77.5 µM), without a hit: at the highest dose activity change, negative = displacement, usual class: inhibitors. AID 485281. P02791. apoferritin/1-aminoanthracene competitive binding, fluorescence. 0.074% of 350,000 active; also: potency is read from the fitted curve at half-maximal effect; % is scaled to controls: 0 for no effect and ±100 for the full control effect; nearly all actives have a fitted effect of over 20% in size
Target sequence (P02791 2-175 limits assumed): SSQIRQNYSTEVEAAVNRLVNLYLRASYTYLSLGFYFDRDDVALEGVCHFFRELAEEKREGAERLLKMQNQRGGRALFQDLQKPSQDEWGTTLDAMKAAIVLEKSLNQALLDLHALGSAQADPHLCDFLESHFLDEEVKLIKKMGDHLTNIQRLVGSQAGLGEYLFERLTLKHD
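Concentration-response curves derived by four-parameter Hill fitting of normalized fluorescence, where compounds displaced 1-AMA from 10 uM horse apoferritin following a brief 10 min room-temperature incubation; propofol titration acted as positive control.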
Pol beta inh – blocks human DNA polymerase beta activity. P06746. Pol beta primer extension/strand displacement, fluorescence kinetic. Potency, µM (highest dose often 114 µM), inactives show at the top dose activity change, negative = inhibition, usual class: inhibitors. 1.3% of 340,000 active; also: potency is read from the fitted curve at half-maximal effect; % is scaled to controls: 0 for no effect and ±100 for the full control effect
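Pol beta (10 nM) and compounds were preincubated 15 min at room temperature, then 50 nM substrate (final) started primer extension/strand displacement. Reads were taken at 0 and 10 min; concentration-response data were fitted to a four-parameter Hill equation.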
APE1 inh – inhibitors of human APE1 endonuclease; P27695; Potency, µM (top dose mostly 65.8 µM), inactives show top-dose activity change, negative = inhibition, usual class: inhibitors; AID 2517; 0.35% of 350,000 active; recombinant APE1, TAMRA/BHQ-2 abasic DNA cleavage fluorescence;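 also: potency is read from the fitted curve at half-maximal effect; plate controls were vehicle for no effect and reference inhibitor for full effect; nearly all actives have a fitted effect of over 55% in size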
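Step 1: APE1 (0.75 nM) with compound, 15 min RT. Step 2: add 50 nM fluorophore/quencher THF duplex. Step 3: three fluorescence reads 60 s apart (525/598 nm); read 3 minus read 1 = reaction progress.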
BLM helicase inh – inhibitors of human Bloom syndrome helicase BLM; 0.2% of 350,000 active; recombinant BLM DNA unwinding, fluorescence dequenching; AID 2528; P54132; Potency, µM (series often up to 56.1 µM), for the others: at the highest dose activity change, negative = inhibition, most hits filed as inhibitors;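 also: potency is read from the fitted curve at half-maximal effect; plate controls were vehicle for no effect and no enzyme for full effect; nearly all actives have a fitted effect of over 35% in size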
Pol iota inh – DNA polymerase iota (human) inhibition. Q9UNA4. Pol iota fluorescent replication assay, 10 min. Potency, µM (doses to about 115 µM), inactives show at the top dose activity, negative = inhibition, usual class: inhibitors. 1% of 390,000 active. AID 588590; also: potency is read from the fitted curve at half-maximal effect
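Pol iota at 10 nM preincubated 15 min with compounds at room temperature; reaction started with fluorescent substrate, 50 nM final. Fluorescence read kinetically at 0 and 10 min; buffer-only wells as negative control.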
TRHR agonist – TRH receptor (human) agonism. TRHR cells, calcium flux fluo-8, FDSS agonist mode. activation, % at 2 µM. 0.18% of 360,000 active. AID 493084; in the data active = activation above about 30%; also: 0% is about no effect
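Steps: seed TRHR cells overnight; add fluo-8 no-wash Ca dye, RT 30 min–1.5 h; record 10 s baseline; pin-transfer compounds; monitor fluorescence 1 cycle/s for the agonist window. Calcium increases flag candidate agonists.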
ERG-DNA inh – ERG Ets/DNA interaction inhibition; P11308; Potency, µM (highest dose often 76.9 µM), without a hit: top-dose FP activity, negative = inhibition, hits mostly inhibitors; 0.028% of 370,000 active; fluorescence polarization, His-ERG Ets domain / labelled DNA; active = well fitted inhibition curve with a large enough effect in the polarisation, with a control signal flat; inconclusive = small, poorly fitted or top-dose-only effect, or effect the other way, or a change in a side signal; inactive = no such curve, though single readings can be large or run the other way; the % refers to the polarisation;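 also: polarization taken with two DNA probes labelled with fluorescein and Texas red; potency is read from the fitted curve at half-maximal effect; % of control where 0% means no effect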
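His-tagged ERG Ets domain (1 uM in the protein solution; 300mM KCl, 50mM Tris-HCl, 1mM EDTA, 1mM DTT, pH 7.5) received compound, then a probe mix of 5 nM fluorescein-DNA and 100nM Texas-615-DNA. Fluorescence polarization was read for both dyes.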
Pol kappa inh – DNA polymerase kappa (human) inhibition; Q9UBT6; purified Pol kappa, fluorescent DNA synthesis assay, 10 min; Potency, µM (highest dose often 107 µM), inactives show at the top dose activity, negative = inhibition, usual class: inhibitors; 0.53% of 400,000 active; AID 588579; also: potency is read from the fitted curve at half-maximal effect; % is scaled to controls: 0 for no effect and ±100 for the full control effect
Target sequence (Q9UBT6 whole entry, looked up): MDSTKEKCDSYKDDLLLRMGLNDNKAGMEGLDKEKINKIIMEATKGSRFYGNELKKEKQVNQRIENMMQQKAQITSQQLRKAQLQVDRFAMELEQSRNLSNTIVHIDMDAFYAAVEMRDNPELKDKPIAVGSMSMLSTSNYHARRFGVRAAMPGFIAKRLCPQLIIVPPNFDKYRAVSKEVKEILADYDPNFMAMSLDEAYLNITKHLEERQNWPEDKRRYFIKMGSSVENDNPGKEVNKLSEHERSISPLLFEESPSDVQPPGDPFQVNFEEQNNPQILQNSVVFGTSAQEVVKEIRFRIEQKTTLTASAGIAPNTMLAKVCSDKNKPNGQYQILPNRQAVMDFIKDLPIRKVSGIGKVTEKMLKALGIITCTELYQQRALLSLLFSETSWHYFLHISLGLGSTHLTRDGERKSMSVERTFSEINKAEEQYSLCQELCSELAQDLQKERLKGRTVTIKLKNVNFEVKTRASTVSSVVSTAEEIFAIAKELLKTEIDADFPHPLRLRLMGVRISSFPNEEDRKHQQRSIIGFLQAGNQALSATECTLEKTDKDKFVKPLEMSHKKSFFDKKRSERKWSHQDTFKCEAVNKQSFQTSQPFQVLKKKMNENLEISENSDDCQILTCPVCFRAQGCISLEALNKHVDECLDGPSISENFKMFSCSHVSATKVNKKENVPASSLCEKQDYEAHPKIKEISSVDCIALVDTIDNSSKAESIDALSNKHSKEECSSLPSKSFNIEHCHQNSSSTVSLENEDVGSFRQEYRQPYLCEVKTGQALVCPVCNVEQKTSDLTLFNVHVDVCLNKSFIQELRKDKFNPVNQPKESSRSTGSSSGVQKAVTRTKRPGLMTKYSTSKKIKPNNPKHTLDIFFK
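First, compounds were pin-transferred onto 10 nM Pol kappa. After 15 min at room temperature, substrate was added to 50 nM final. Fluorescence was then measured kinetically at 0 and 10 min.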
* = called active by the depositor; ? = inconclusive; nt = no result given; [ ] = another dose, or the depositor's remark. Unless noted, calls follow the shape of the dose curve; as a rule, active = well fitted curve in the direction sought with a large enough effect; inconclusive = small, poorly fitted or top-dose-only effect, or another doubt; inactive = no such curve, though single readings can be large; an effect the other way counts as inactive or inconclusive. Only part of the results is shown (hit frequency here may not be typical).

SMILES | 12-LOX inh | Apoferritin bind | Pol beta inh | APE1 inh | BLM helicase inh | Pol iota inh | TRHR agonist | ERG-DNA inh | Pol kappa inh
O=C(NCC(NS(=O)(=O)OCC(Cl)(Cl)Cl)c1ccccc1)C(F)(F)F (centres undefined) | 0% | -12% | 0% | 17% | -4% | 5% | 0.7 | -3% | -4%
COC(=O)c1cc(OC)c(OC)cc1NC(=O)CCCCCN1C(=O)CCC1=O | ? | -1% | -10% | 5% | 1% | -14% | -0.1 | -2% | -1%
CC(C)CC(c1nnnn1C(C)(C)C)N1CCN(C2CCCC2)CC1 (centres undefined) | ? | 7% | 12% | 10% | -2% | 3% | 0.3 | -4% | -11%
O=C(c1ccc(-c2ccccc2)cc1)N1CCN(c2ncccn2)CC1 | ? | -13% | 0% | 1% | -6% | -13%[58.9 µM] | -1.0 | -13% | -8%
CCc1nc2cccnc2n1-c1ccc(CC(=O)NCCOC)cc1 | 16% | 0% | 22% | -1% | -2% | 5% | 0.6 | -14% | -1%
CSc1ccc(CC(=O)N2CCC(n3nccc3NC(=O)C3CC3)CC2)cc1 | 488%[activator] | -13% | 38% | 3% | -1% | 8% | -0.2 | 9% | -15%
O=C(CSc1nnnn1-c1ccccc1)NCC1(N2CCOCC2)CCCCC1 | 15% | nt | nt | 11% | nt | 23% | -0.6 | -6% | 4%
Cc1cc(C)nc(SCc2ccc(C(=O)N/N=C/c3cccc(O)c3O)cc2)n1 | -12% | -17% | -25% | 4% | -22% | ? | -0.3 | -1% | -21%
O=C1C(Cl)=C(N2CCN(c3ccccc3[N+](=O)[O-])CC2)C(=O)c2ccccc21 | -19% | -8% | 28% | -8% | -19% | 7.9µM* | -0.2 | -4% | -6%
CC(=O)Nc1ccc(C(=O)CSc2nnnn2C(C)C)cc1 | 1% | -22% | 4% | 5% | 3% | ? | 0.0 | 10% | -1%
Cc1ccc(SCc2[nH]nc3c2C(c2ccc(C)o2)C(C#N)=C(N)O3)cc1 (centres undefined) | ? | ? | 9% | -3% | -12% | ? | 1.3 | -7% | -4%
CCC1(c2ccc(OC)cc2)NC(=O)N(C)C1=O (centres undefined) | nt | -8% | nt | -2% | 0% | nt | nt | nt | 16%[60.1 µM]

Continued (3 carried over from the part before).
SMILES | 12-LOX inh | Apoferritin bind | Pol beta inh | APE1 inh | BLM helicase inh | Pol iota inh | TRHR agonist | ERG-DNA inh | Pol kappa inh
CC(=O)Nc1ccc(C(=O)CSc2nnnn2C(C)C)cc1 | 1% | -22% | 4% | 5% | 3% | ? | 0.0 | 10% | -1%
Cc1ccc(SCc2[nH]nc3c2C(c2ccc(C)o2)C(C#N)=C(N)O3)cc1 (centres undefined) | ? | ? | 9% | -3% | -12% | ? | 1.3 | -7% | -4%
CCC1(c2ccc(OC)cc2)NC(=O)N(C)C1=O (centres undefined) | nt | -8% | nt | -2% | 0% | nt | nt | nt | 16%[60.1 µM]
CCn1nc(NC(=O)C2CCCO2)c2cc3cccc(C)c3nc21 (centres undefined) | -21% | 81%[activator] | -3% | 3% | -3% | 44%[activator] | 0.0 | -4% | 6%
CN(C)c1nc(N)nc(CSc2n[nH]c(-c3ccccc3)n2)n1 | 0% | -2% | -1% | -4% | -1% | 20% | -0.4 | -2% | -4%
CCCCn1c(N)c(N(Cc2ccccc2OC)C(=O)c2cc(CC)c(C)s2)c(=O)[nH]c1=O | -4% | nt | nt | 2% | nt | 13% | 0.5 | -1%[15.4 µM] | -5%
Cc1ccccc1Cn1nc(C)c(NC(=O)c2sc3ccccc3c2Cl)c1C | -24% | -19% | 14% | 28% | -5% | ? | 0.8 | 7% | -6%
O=C(NCc1cccnc1)C12CC3CC(CC(C3)C1)C2 | 12% | -6% | -17% | 9% | -2% | 10% | 0.4 | -6% | -8%
O=C(c1ccccc1Oc1ccccc1)N1CCN(c2ccc(F)cc2)CC1 | nt | -1% | -1% | -1% | -6% | -8% | -1.4 | 7% | -8%
COCCCNC(=O)CCn1c(=O)c2ccccc2n(CC(=O)Nc2cc(Cl)ccc2C)c1=O | 2% | -1% | 3% | 1% | -7% | 15% | -1.0 | 10% | -10%
Cc1ccc(C)c(N2CCN(C(=O)C(C)n3c(C)c4cnn(-c5ccccc5)c(=O)c4c3C)CC2)c1 (centres undefined) | -18% | -9% | 7% | nt | -9% | 41%[activator] | -0.6 | ? | -3%
CCNc1nc(NCC)nc(N/N=C/c2ccc(OC)cc2)n1 | 343%[activator] | 2% | -15% | 11% | -2% | 10% | 0.1 | -12% | -3%
CCOc1ccc(/C=C/c2c([N+](=O)[O-])c(=O)n(C)c(=O)n2C)cc1 | -6% | -16% | ? | 16% | -3% | 23% | -0.6 | -2% | -1%
COc1ccc(NC(=O)Cn2nnc(C(=O)NCc3ccccc3)c2N)cc1Cl | 24% | -13% | 0% | -2% | -2% | 19% | 1.2 | -8% | 4%
Cc1ccc(N2C(=O)N(Cc3cc(=O)n4ccccc4n3)c3ccccc3S2(=O)=O)cc1Cl | -12% | -2% | 1% | nt | -6% | 4% | 0.1 | 4% | -5%[60.1 µM]
CCN(CC)S(=O)(=O)c1ccc2[nH]c(=O)cc(C(=O)NCc3ccccc3)c2c1 | -7% | -11% | 10% | 6% | 2% | 64%[activator] | 1.7 | -3% | -1%
Cc1cccc(NC(=O)CSc2nc(C)cc(C)c2C(=O)Nc2ccc(Cl)cc2)c1 | -8% | -5% | -1% | nt | 2% | 21% | 1.8 | 1% | -7%
COC(=O)c1cc(NCc2ccccc2F)ccc1N1CCOCC1 | ? | -7% | 1% | 0% | -7% | -10%[58.9 µM] | 0.0 | 7% | -23%
COc1ccc(-c2nnc(SCC(=O)NC3CCCCC3)n2N)cc1 | -1% | nt | nt | 7% | nt | -9% | -0.1 | 6% | 0%
CC1CCN(c2ccc(C(=O)Nc3nnc(C4CC4)s3)cc2[N+](=O)[O-])CC1 | 5% | -4% | -10% | 3% | -8% | -10% | -1.1 | 16% | -14%
COC(=O)COc1ccc(/C=N/NC(=O)CN(c2ccccc2OC)S(=O)(=O)c2ccccc2)cc1 | 7% | -8% | 4% | 0% | -6% | 30% | -0.6 | 17% | -5%
Cc1cc(C)n(-c2ccc([N+](=O)[O-])cc2)n1 | -8% | -3% | 22% | 1% | -1% | -20% | 0.2 | 1% | -9%[60.1 µM]
O=C(Oc1ccc(Cl)c2cccnc12)c1cccc([N+](=O)[O-])c1 | -14% | -14% | -27% | -3% | 1% | 12% | -0.6 | -10% | -9%
CSc1ccc(C(=O)C2CCCN(C(=O)c3cc4cc(F)ccc4[nH]3)C2)cc1 (centres undefined) | ? | -13% | -9% | -6% | -6% | -11% | 1.5 | -1% | -6%
C=CCOc1cccc(C(=O)N2CCCC(CNS(=O)(=O)c3cccs3)C2)c1 (centres undefined) | 2% | -15% | 11% | -1% | -1% | 1% | -1.3 | -5% | -12%
CC(/C=N/NC(=O)c1ccccc1F)c1ccccc1 (centres undefined) | 27% | -4% | 10% | 11% | -2% | 20% | -0.7 | -4% | 6%
COc1ccc(-c2cn3c(n2)sc2cc(C(=O)NCc4cccc(F)c4)ccc23)cc1 | ? | -6% | -15% | nt | 0% | 6% | -0.5 | 1% | -3%
CCCC1CCC(c2ccc(C(N)=O)cc2)CC1 (centres undefined) | 4% | -8% | 22% | 0% | -1% | 2% | 0.4 | 2% | -15%
O=C(CCN1C(=O)c2ccccc2C1=O)NC(=S)Nc1ccccc1 | -23% | 4% | -9% | -11% | -5% | -10% | -0.7 | -1% | -8%
COCCN(CC(=O)Nc1ccccc1C(F)(F)F)C(=O)/C=C/c1ccc2ccccc2n1 | 3% | nt | nt | -10% | nt | 18% | -0.8 | 6% | 1%
CCN(CC)C(=O)CCc1nnc(CCc2c[nH]c3ccccc23)o1 | -15% | -10% | 13% | -4% | 0% | 37%[activator] | -0.1 | 2% | 8%[60.1 µM]
COc1ccc2c(c1)c1nc3ccccc3nc1n2Cc1ccc(OC)c(OC)c1 | -2% | 5% | 24% | 3% | -7% | 17% | 2.8 | 1% | -4%
COc1cccc(NC(=O)C(=O)NCc2ccncc2)c1 | 5% | -5% | 0% | 6% | 1% | -22% | -0.4 | -6% | 2%
CC(C)CC(NC(=O)OC(C)(C)C)c1cn([C@@H](Cc2cc3ccccc3[nH]2)C(=O)N2CCN(C(=O)OC(C)(C)C)CC2)nn1 (some centres undefined) | -22% | ? | ? | -7% | -12% | -27% | -0.1 | -9% | -6%
COC(=O)CCC(=O)NN1C(=O)c2ccccc2C1=O | 0% | -13% | 4% | -2% | 0% | 24% | 0.1 | -11% | -6%
CC1CCN(c2nnc(N)s2)CC1 | 15% | -14% | 7% | 1% | -3% | 35%[activator] | -0.1 | -8% | -3%
O=[N+]([O-])c1ccc(-c2cnc[nH]2)cc1 | 8% | 8% | 20% | -5% | -4% | 64%[activator] | 0.2 | 3% | -8%
COc1ccc(Cl)cc1NC(=O)CN(C)C(=O)Cc1n[nH]c(=O)c2ccccc12 | -12% | nt | nt | 5% | nt | 36%[activator] | 0.1 | nt | -1%
CCOC(=O)CNC(=O)CSc1nc2ncc(Br)cc2[nH]1 | -3% | -6% | -1% | -1% | 1% | 2% | -1.6 | 0% | -20%
COc1ccc(N2CCN(c3oc(COc4ccc(Cl)cc4Cl)nc3C#N)CC2)cc1 | 395%[activator] | -12% | 16% | 14% | -5% | 10% | 1.7 | 2% | -15%
Cc1cc(C)cc(N(C)S(=O)(=O)c2nnc(NC(=O)COc3ccc(Cl)cc3)s2)c1 | -26% | -8% | -30% | nt | -9% | 6% | 0.4 | 1% | -19%
CCCNC(=O)CN(Cc1ccco1)S(=O)(=O)c1ccc(OCC)cc1 | 3% | -6% | -11% | 1% | 4% | 16% | -1.9 | -1% | -1%
